# Compound activity as filed in PubChem.
# NCI-60 one-dose screen, 48 h, at 10 µM unless noted. Numbers give growth in % (100 = growth as untreated, 0 = no growth, -100 = all killed).
# HL-60(TB): HL-60(TB) leukemia cells. 78,000 tested, 9% active. AID 1794776; active = growth percent below 10
# An asterisk follows results filed as active; & = joins results of further samples; [ ] = another dose, or the depositor's remark. This is a subset. The share of hits here may be higher or lower than overall.
# A first look (3 entries):
SMILES,HL-60(TB)
NC(=O)c1cc(N)nc(N)n1,117
CC(C)c1ccc(NCc2cn(-c3ccc(C(=O)O)cc3)nc2-c2cc(C(F)(F)F)cc(C(F)(F)F)c2)cc1,83
CCC(C)OC(=O)c1cc(-c2ccc(OC)cc2)nc2ccccc12 (stereo not drawn),83

# Results (from the top)
SMILES,HL-60(TB)
NC(=O)c1cc(N)nc(N)n1,117
CC(C)c1ccc(NCc2cn(-c3ccc(C(=O)O)cc3)nc2-c2cc(C(F)(F)F)cc(C(F)(F)F)c2)cc1,83
CCC(C)OC(=O)c1cc(-c2ccc(OC)cc2)nc2ccccc12 (stereo not drawn),83
COc1ccc(OC)c(C2C3=C(CC(C)(C)CC3=O)N(c3ccc(Cl)c(Cl)c3)C3=C2C(=O)CC(C)(C)C3)c1,104
CC(=O)Nc1ccc(-n2cnc3cc(-c4ccc(O)cc4)ccc32)c(C(F)(F)F)c1,54
CCOC(=O)c1[nH]c(C)c2c1CCc1cncnc1-2,107
CC1(n2nnnc2N2CCCN(c3ncccc3N)CC2)CCC1,102
Cc1ccc(NCc2cn(-c3ccc(C(=O)O)cc3)nc2-c2ccc(C(=O)O)cc2)cc1,106
COC(=O)CCNc1ccccc1C(=O)OC,103
CS(=O)(=O)Nc1cc(-c2ccc3ncnc(Nc4ccc5c(cnn5Cc5ccc(F)cc5)c4)c3c2)cnc1Cl,23
O=C(Cc1ccccc1)NNc1nc(NCCc2c[nH]c3ccccc23)nc(N2CCN(C(c3ccccc3)c3ccccc3)CC2)n1,101
O=C1/C(=C/c2ccc(Br)cc2)Oc2cc(O)ccc21,91
Clc1ccc(-c2ccc(N3CCCC3)nn2)cc1,122
CCCCNP1(NCCCC)=NP(NCCCC)(NCCCC)=NP(NCCCC)(NCCCC)=NP(NCCCC)(NCCCC)=N1,-59*
CC(=O)Nc1nc2ccc(NS(=O)(=O)c3cccc4c(N(C)C)cccc34)cc2s1,99
CC/C(=C\c1ccc(O)c(O)c1)C(=O)NC1CCOC1O (stereo not drawn),98
Cc1cc(N)cc(C)c1-c1c(Br)cc(N)cc1Br,10
Nc1ccc(CCCCc2ccc(Cl)cc2Cl)cc1,61
CCN(Cc1ccc(CN(CC)C(=O)C(Br)Br)cc1)C(=O)C(Br)Br,13
COc1cc2nc(N(C)CCCNC(=O)C3CCCO3)nc(N)c2cc1OC (stereo not drawn),103
COc1ccc(-c2nc3cnccn3c2Nc2ccc(OC)c(OC)c2)cc1,120
Nc1c(Br)cc(Br)cc1Br,127
Fc1ccc2nc(Cl)c(Cn3nnnc3SCc3ccccc3)cc2c1,99
CCN(CC)CCOc1ccc2c(c1O)C(=O)c1ccccc1C2=O,71

# Quoted at random: 3 compounds from above.
SMILES,HL-60(TB)
CC/C(=C\c1ccc(O)c(O)c1)C(=O)NC1CCOC1O (stereo not drawn),98
Nc1ccc(CCCCc2ccc(Cl)cc2Cl)cc1,61
COc1cc2nc(N(C)CCCNC(=O)C3CCCO3)nc(N)c2cc1OC (stereo not drawn),103

# Next compounds
SMILES,HL-60(TB)
O=[N+]([O-])c1cccc(C2NC(Cl)=C(Cl)c3c2sc2c(F)cccc32)c1 (stereo not drawn),108
N#Cc1c(-c2ccc(Cl)cc2)nc2c(nnn2-c2ccc(S(N)(=O)=O)cc2)c1N,95
COc1ccc(-c2cnc3ncnn3c2-c2cc(OC)c(OC)c(OC)c2)cc1O,106
COc1ccc(NC(=O)Cn2nncc2CN2C(=O)CSC2=O)cc1,88
N#Cc1cn(-c2cccnc2Cl)c(C(=O)c2ccc(F)cc2)c1N,99
O=c1oc2ccccc2cc1-c1ccccc1,97
O=c1oc2ccccc2cc1C1=NN(c2ccccc2)C(c2cn(-c3ccccc3)nc2-c2ccc(Cl)cc2)C1 (stereo not drawn),131
O=C(NCCN1CCOCC1)C(Cl)Cl,92
Nc1cc(-c2ccc(Cl)cc2)nn1-c1nc(-c2ccc(Cl)cc2)cs1,90
Cc1ccc(Nc2nc(Cl)nc3ncn(C)c23)c(C)c1,110
NC(=O)c1nn(-c2ccccc2)nc1N1CCCCC1,104
Nc1ncnc2c1ncn2CCOc1nc(-c2ccc(F)cc2)cc(-c2ccco2)n1,109
CCOC(=O)C(C)(NC(=O)c1ccccc1)C(=O)OCC,96
CC1(C)COC(c2cc3c(cc2Br)OCO3)OC1,132
O=C(c1ccc(Cl)cc1)C1[C@H](c2ccccc2Br)[C@@H](c2ccccc2)NC12C(=O)Nc1ccccc12 (stereo partly drawn),-2.2*
Clc1ncnc2[nH]ccc12,109
Cc1[nH]c2ccccc2c1CCNC(=O)c1ccc(-c2cnc[nH]2)cc1,101
CCc1ccc(C2C3=C(NC(C)(C)NC3Nc3cccnc3)OC2C(=O)c2ccc(N=[N+]=[N-])cc2)cc1 (stereo not drawn),123
C#Cc1cccc(NC(=O)Nc2ccc(NS(=O)(=O)F)cc2)c1,98[8.25 µM]
CN(C)/N=N/c1nc[nH]c1C(N)=O,73&43&111
CC1(C)N=C(N)N=C(N)N1c1ccc(OCC(=O)N2CCOCC2)cc1,91
O=c1c(CCCC2CCCCC2)c[nH]c2ccccc12,72
CSc1nsc(N)n1,105
N#CC1=C(/N=C/c2ccccc2)Oc2c(ccc3ccccc23)C1c1ccco1 (stereo not drawn),101
CCN(CC)CN1C(=O)C(=O)c2ccccc21,123
COc1ccccc1C1OC2=Nc3cc(C)c(C)cc3NC2C1=O (stereo not drawn),102
CCOC(=O)N1CCc2c(sc3c2C(=O)N[C@H](c2ccc(OC)cc2)N3)C1,100
CC(=O)CC(=O)OCc1ccccc1,96
Oc1c(Cl)cc(Cl)c(Cl)c1CN1CCOCC1,82
CN1CC(c2nc3ccccc3o2)CC1=O (stereo not drawn),100
O=C(O)CCCc1cn(Cc2cn(CC(=O)Nc3cc(Cl)c(Cl)cc3Cl)nn2)c2ccccc12,96
C=C1C(=O)O[C@H]2[C@H]1CC/C(COC(=O)c1cn(C)c3ccccc13)=C\CC[C@@]1(C)O[C@@H]21,3.0*
COc1ccc(CCC2c3c(cc4c(c3OC)OCO4)CCN2C)cc1 (stereo not drawn),-38*
c1ccc(CCc2nc3ccccc3s2)cc1,114
CCc1cccc(CC)c1N1C(=O)C2=C(SCCCS2)C1=O,77
C[Se]CC(O)C(=O)N1CCOCC1 (stereo not drawn),119

# Single entries from the list:
# HL-60(TB) with `COc1ccccc1C1OC2=Nc3cc(C)c(C)cc3NC2C1=O` (stereo not drawn) : 102
# HL-60(TB) with `CN1CC(c2nc3ccccc3o2)CC1=O` (stereo not drawn) : 100

# (list continues)
SMILES,HL-60(TB)
C#CCOc1ccccc1/C=N/Nc1nc(-c2ccc(C#N)cc2)cs1,74
Clc1ccc(NCc2cn(-c3ccccc3)nc2-c2ccc(OCc3ccccc3)cc2)cc1,94
CN(C)c1ccc(Br)cc1,92
S=C1NCCCS1,128
C[C@H](c1nc2ccc(Cl)cc2[nH]1)[C@H]1CC[C@H]2[C@@H]3CCC4=CC(=O)CC[C@]4(C)[C@H]3CC[C@]12C,78
COc1ccc(C2=CC(c3ccc(OC)cc3Br)N3C(C)=CSC3=N2)cc1 (stereo not drawn),98
CC(C)c1ccc(-c2cnc3nonc3n2)cc1,-18*
COC12C=C/C(=C(/C(=O)OCc3cncnc3)C(=O)CCCCCCCCC3(OC)C=C/C(=C(/C(=O)OCc4cncnc4)C(=O)CCCCCCCC1)O3)O2,-27*
CCOC(=O)c1nn(C2CCCCO2)c2ccc(NC(=O)CSc3nc4ccccc4[nH]3)cc12 (stereo not drawn),98
CC(C)NS(=O)(=O)c1cccc(-c2ccc3c(=O)n(CCCN)c4c(c3c2)C(=O)c2ccccc2-4)c1,125
c1ccc(-c2nc3c4cc(-c5ccccc5)oc4ncn3n2)cc1,134
Nc1ccccc1/C=C\c1ccccc1N,18
O=C(Cn1c(-c2ccccc2)nc2ccccc21)N=Nc1c(O)[nH]c2ccc(Br)cc12,42
COc1ccc2nc(C)cc(Sc3nc4ccccc4s3)c2c1,6.6*
Cc1[nH]c2ccccc2c1CCNC(=O)c1ccccc1F,106
COc1cc(CCCc2c3[n+](cc4c(OC)c(OC)ccc24)CCc2cc4c(cc2-3)OCO4)cc(OC)c1OC,79
NS(=O)(=O)c1ccc(NC(=O)CCC(=O)O)cc1,56
O=C(/C=C/c1cn(-c2ccccc2)nc1-c1ccc(Cl)cc1)NNC(=O)Nc1ccc(Cl)cc1,95
N#Cc1c(-c2ccc(Br)cc2)nc2c(N=Nc3ccc(S(N)(=O)=O)cc3)c(N)nn2c1N,38
COC(=O)c1ccc(-c2ccc(/C=N/NC(=O)c3[nH]c4ccc(Br)cc4c3-c3ccccc3)s2)cc1O,101
CCCCC/C(=N\O)C(C)=O,109
Cc1ncc(CCO)c(CO)c1O,114
C=C[C@]1(C)C=C2CC[C@@H]3[C@](C)(CCC[C@@]3(C)C(=O)O)[C@H]2CC1,111
Cc1ncc2c(n1)NC(=O)NC2,105
Oc1ccc(Nc2ccnc3cc(Cl)ccc23)cc1CN1CCCC1,97
Cc1ccc2nc(-c3c(CCCO)noc3N)[nH]c(=O)c2c1,90
CC(C)(C)c1ccc(C(=O)Nc2nc3ccc(O)cc3s2)cc1,25
Cc1ccccc1N1C(=O)/C(=C2\SC(=S)N(c3ccccc3C)C2=O)SC1=S,100
COc1ccc(-c2cc(-c3nnc(SCC(=O)Nc4ccc(/C(C)=N\O)cc4)o3)c3ccccc3n2)cc1OC,56
CCOC(=O)c1cc(C(=O)c2ccc(Br)cc2)n2nc(C)ccc12,89
CN(C)c1ccc(N=Nc2nccs2)cc1,96
C=CC[n+]1cccc(C(N)=O)c1,98
O=C(COc1ccc(C2SCC(=O)N2c2ccc(Br)cc2)cc1)c1ccccc1 (stereo not drawn),67
O=c1[nH][n+](-c2cccc([N+](=O)[O-])c2)no1,21
O=C(CCCCNC(=O)c1nc(-c2ccccc2)n(-c2ccccc2)n1)NO,97
Cn1c(=O)c2c(nc(NC(N)=O)n2C)n(C)c1=O,114

# Some of these compounds in order of SMILES length, descending:
SMILES,HL-60(TB)
COc1ccc(-c2cc(-c3nnc(SCC(=O)Nc4ccc(/C(C)=N\O)cc4)o3)c3ccccc3n2)cc1OC,56
Cn1c(=O)c2c(nc(NC(N)=O)n2C)n(C)c1=O,114
CN(C)c1ccc(N=Nc2nccs2)cc1,96

# (more compounds)
SMILES,HL-60(TB)
O=C(C[n+]1cccc2cc[nH]c21)c1ccc(O)c(O)c1,109
CCOC(=O)c1cc(N2CCCCC2)nc2ccccc12,107
CC(C)C(=O)Nc1nc2c(s1)CCc1ccn(S(=O)(=O)c3ccccc3)c1-2,86
O=C(/C=C/c1ccccn1)c1cc(Cl)ccc1O,99
COc1cc(/C=C/C(=O)c2ccc(Cl)cc2)cc(CN2CCOCC2)c1O,93
CCOC(=O)C1=C(N)Oc2n[nH]c(C)c2C1c1cc(=O)oc2ccc(Cl)cc12 (stereo not drawn),98
COc1ccc(N2CCN(C(=O)C(C)c3ccc(NS(=O)(=O)c4ccccc4)cc3)CC2)cc1 (stereo not drawn),102
CSc1nc2[nH]ncc2c(=O)[nH]1,114
CC(C)CCC[C@@H](C)[C@H]1CC[C@H]2[C@@H]3CC=C4c5sc(N(C)c6ccccc6)nc5CC[C@]4(C)[C@H]3CC[C@]12C,104
O=C(NNC(=O)c1ccncc1)OCCOCCOC(=O)NNC(=O)c1ccncc1,83
O=C(CBr)OCCOC(=O)CBr,42
O=C(CSc1nc2ccccc2c(=O)n1-c1ccc(Cl)cc1)N/N=C/c1ccc(Oc2ccc(Cl)cc2)cc1,111
COc1ccc(-c2nn(-c3ccccc3)cc2/C=c2\sc3nc(Cc4ccccc4)nn3c2=O)cc1,98&102
O=C(NCc1cn(Cc2cccc(Oc3ccccc3)c2)nn1)c1cccnc1NCc1ccc(Cl)cc1,3.9*
CCc1ccc(C2=C(Cl)C(=O)C(c3ccccc3)=C(Cl)C2=O)cc1,51
Nc1nnc(CSCc2ccc([N+](=O)[O-])cc2)s1,99
O=C(Nc1nc2ccc(F)cc2s1)c1cccnc1Nc1ccc(Cl)cc1Cl,26
CC(C)CCNC(=O)Cn1ccc2ccccc2c1=O,131
Cc1ccc(S(=O)(=O)N/N=C\c2cc(Cl)ccc2O)cc1,92
CCCCCCCCCCCC1CCCC(C)N1 (stereo not drawn),-46*
N#C/C(=C1/NC(=O)c2ccccc21)c1nc2ccccc2n1CCO,95
COc1cc(C)ccc1Oc1ccc([N+](=O)[O-])cc1,73
NS(=O)(=O)Oc1ccc(-c2sc3cc(O)ccc3c2C(=O)c2ccc(OCCN3CCCCC3)cc2)cc1,48
O=C(O)CN1CSC(=S)N(CC(=O)O)C1,67
NC(N)=Nc1nc(CSCC/C(N)=N\S(N)(=O)=O)cs1,104
Cc1nn(-c2ccc(Cl)cc2)c(=O)n1CCn1cncn1,112
CCCCCCC/C=C/C1CC(=O)OC1=O (stereo not drawn),110
COc1ccc(/C=C/C(=O)c2ccc(NC(=O)CSc3nnc(-c4cc(-c5ccc(Cl)cc5)nc5ccccc45)n3-c3ccccc3)cc2)cc1,101
N#C/C(=C\c1ccc(-c2ccc(Br)cc2)o1)c1nc2ccccc2c(=O)[nH]1,99
CCOC(=O)C(N=Nc1ccc(S(=O)(=O)N=C(N)N)cc1)C(C)=O (stereo not drawn),96
COc1c(B(O)O)cc(C)cc1-c1nc2ccc3[nH]ncc3c2c2c1CCCC2,13
CC(O)c1cccc2ccccc12 (stereo not drawn),105
O=C1c2ccccc2-c2cc3ccccc3c(=O)n21,89
CCCCC/C=C/CCC(=O)N[C@H]1[C@H](Oc2c3cc4cc2Oc2ccc(cc2Cl)[C@@H](O[C@@H]2O[C@H](CO)[C@@H](O)[C@H](O)[C@H]2NC(C)=O)[C@@H]2NC(=O)[C@H](NC(=O)[C@@H]4NC(=O)[C@H]4NC(=O)[C@@H](Cc5ccc(c(Cl)c5)O3)NC(=O)[C@@H](N)c3ccc(O)c(c3)Oc3cc(O)cc4c3)c3ccc(O)c(c3)-c3c(O[C@H]4O[C@H](CO)[C@@H](O)[C@H](O)[C@@H]4O)cc(O)cc3[C@H](C(=O)O)NC2=O)O[C@H](CO)[C@H](O)[C@@H]1O,105
C/C(CCC(=O)O)=N\Nc1ccc([N+](=O)[O-])cc1[N+](=O)[O-],99
O=C(/C=C/C=C/c1ccc2c(c1)OCO2)N/N=C\c1ccc(O)cc1O,-0.5*
